# Screens as filed in PubChem BioAssay.
# ABHD5 PLIN5 PPI = blocks binding of human ABHD5 to perilipin-5. Split G. princeps luciferase complementation, luminescence, 4 h. inhibition, % at 4 µM. hit rate 0.78% among 360,000. AID 602281. Q00G26+Q8WTS1;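 active = inhibition above the mean inhibition across every tested compound plus 3 SD, cut at about 22% in these data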;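 note: 0% = DMSO only wells and the 100% control is not disclosed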
# MC4R barr agon = human MC4R agonism via beta-arrestin; U2OS MC4R beta-arrestin complementation, luminescence; percent of melanotan II response, DMSO zero; activation, % at 8.9 µM; hit rate 0.98% among 360,000;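 active = activation above a per-plate cutoff, the mean activation of sample wells on that plate plus 3 SD, cut at about 8% in these data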
# TLR9-MyD88 block = inhibitors of human TLR9-MyD88 binding. Q9NR96+Q99836. CHO BLA complementation TLR9-MyD88, CCF4 FRET ratio. inhibition, % at 4.98 µM. hit rate 0.21% among 340,000. AID 504734;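 active = inhibition above the mean over all tested compounds plus 3 SD, cut at about 21% in these data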;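 note: 0% = DMSO only wells and 100% = clavulanate BLA inhibitor control wells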
# SRC2 inh = human SRC2 (NCOA2) inhibition; AID 651957; HEK293 GAL4-SRC2 luciferase reporter, luminescence; Q15596; inhibition, % at 9 µM; hit rate 0.17% among 370,000;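 active = inhibition above the mean inhibition of all tested compounds plus 3 SD, set per campaign, cut at about 52% in these data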;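 note: 0% = DMSO treated cells and 100% = cells given Gossypol at 36 µM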
# Target sequence (Q15596 whole entry, looked up, the tested form may be a part): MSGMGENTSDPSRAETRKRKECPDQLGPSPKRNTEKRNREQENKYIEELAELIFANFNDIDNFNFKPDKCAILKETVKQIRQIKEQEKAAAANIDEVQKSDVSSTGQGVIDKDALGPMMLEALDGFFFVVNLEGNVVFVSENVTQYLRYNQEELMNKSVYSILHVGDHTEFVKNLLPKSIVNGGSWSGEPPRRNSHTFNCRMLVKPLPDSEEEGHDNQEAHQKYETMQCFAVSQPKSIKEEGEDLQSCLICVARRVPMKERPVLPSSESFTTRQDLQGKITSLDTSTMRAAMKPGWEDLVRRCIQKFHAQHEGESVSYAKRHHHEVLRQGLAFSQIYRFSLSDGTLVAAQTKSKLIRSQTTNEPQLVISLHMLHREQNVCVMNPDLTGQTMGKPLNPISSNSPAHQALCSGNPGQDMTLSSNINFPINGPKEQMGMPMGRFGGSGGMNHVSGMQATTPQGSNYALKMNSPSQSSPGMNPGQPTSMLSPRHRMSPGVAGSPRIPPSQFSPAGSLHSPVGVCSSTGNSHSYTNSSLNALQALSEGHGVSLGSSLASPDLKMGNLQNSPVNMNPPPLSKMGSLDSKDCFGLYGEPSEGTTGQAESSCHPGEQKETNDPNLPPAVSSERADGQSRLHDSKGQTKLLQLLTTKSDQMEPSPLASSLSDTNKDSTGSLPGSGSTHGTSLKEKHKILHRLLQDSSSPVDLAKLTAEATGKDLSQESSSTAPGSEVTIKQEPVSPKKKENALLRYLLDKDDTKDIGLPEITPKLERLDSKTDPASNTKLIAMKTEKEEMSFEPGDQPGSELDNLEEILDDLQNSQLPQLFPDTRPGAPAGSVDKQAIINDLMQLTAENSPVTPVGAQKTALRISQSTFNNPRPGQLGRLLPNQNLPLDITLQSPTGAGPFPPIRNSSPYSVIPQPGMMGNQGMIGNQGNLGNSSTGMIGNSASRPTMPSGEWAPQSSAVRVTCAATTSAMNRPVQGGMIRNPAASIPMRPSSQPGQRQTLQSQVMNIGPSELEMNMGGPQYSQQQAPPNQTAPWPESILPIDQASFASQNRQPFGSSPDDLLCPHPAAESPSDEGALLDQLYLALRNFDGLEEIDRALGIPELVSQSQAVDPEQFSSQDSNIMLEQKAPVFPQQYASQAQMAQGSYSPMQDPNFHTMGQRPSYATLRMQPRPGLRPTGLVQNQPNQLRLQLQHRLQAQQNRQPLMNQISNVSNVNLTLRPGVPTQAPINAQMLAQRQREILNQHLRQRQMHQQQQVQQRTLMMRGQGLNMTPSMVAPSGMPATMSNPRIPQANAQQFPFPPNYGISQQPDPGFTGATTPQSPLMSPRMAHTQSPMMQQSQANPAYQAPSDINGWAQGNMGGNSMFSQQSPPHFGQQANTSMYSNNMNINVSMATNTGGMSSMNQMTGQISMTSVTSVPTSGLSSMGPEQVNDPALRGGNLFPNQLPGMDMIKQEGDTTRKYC
# COUP-TFII inh = inhibitors of human COUP-TFII (NR2F2) | HEK293T NGFI-A luciferase reporter, luminescence | hit rate 0.7% among 370,000 | inhibition, % at 8.6 µM;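 active = inhibition above a per-plate cutoff, mean inhibition of test wells between control levels plus 3 SD, cut at about 38% in these data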;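 note: cells cotransfected with COUP-TFII expression vector driving the NGFI-A reporter; 0% = median of COUP-TF2 test wells and 100% = reporter-only cells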
# NOD2-RIPK2 inh = inhibitors of human NOD2-RIPK2 interaction. O43353. CHO BLA complementation NOD2-RIPK2, CCF4 ratio. inhibition, % at 4.98 µM. hit rate 0.38% among 360,000. AID 624267; in the data active = inhibition above about 21%;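 note: 0% = vehicle only and 100% = reference blocker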
# LMP1 NFkB inh = Epstein-Barr LMP1 NF-kappaB reporter inhibition. LMP1-induced NF-kappaB luciferase reporter cells, luminescence. inhibition, % at 12.5 µM. hit rate 0.69% among 350,000; in the data active = inhibition above about 41%;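 note: 0% = neutral control wells and 100% = reference inhibitor control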
# SRC1 inh = inhibits human SRC1 coactivator | Q15788 | HEK293 GAL4-SRC1 luciferase reporter, luminescence | inhibition, % at 3.6 µM | hit rate 0.12% among 360,000;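 active = inhibition above the campaign mean plus 3 SD, with each screening campaign given its own cutoff, cut at about 60% in these data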;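 note: 0% = DMSO treated cells and 100% = gossypol at 36 µM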
# NR5A2 inv ag = suppresses constitutive activity of human LRH-1; O00482; HEK293T StAR-luciferase reporter, LRH-1 transfected, 24 h; inhibition, % at 3.6 µM; hit rate 0.13% among 360,000;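 active = inhibition above the mean inhibition of all tested compounds plus 3 SD, cut at about 73% in these data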;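 note: 0% = DMSO wells and 100% = reporter-only cells lacking LRH-1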
# MC4R antag cAMP = blocks human MC4R cAMP signaling; AID 540295; hit rate 0.48% among 360,000; inhibition, % at 6.5 µM; MC4R-expressing cells, MTII-stimulated cAMP, LANCE TR-FRET;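 active = inhibition above its plate's cutoff, the mean of tested wells on that plate plus 3 SD, cut at about 29% in these data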;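 note: 0% = Melanotan II alone and 100% = Melanotan II plus saturating MCL0020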
#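 Test system: U2OS cells stably expressing human melanocortin 4 receptor (MC4R); also added: Melanotan II challenge; compound: 6.5 µM single dose; timing: 30-min compound preincubation, 1-h Melanotan II challenge, 1-h detection, room temperature; signal: Eu-cAMP/anti-cAMP TR-FRET, emission 671 nm; repeats: one well per compound, no replicates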
# SRC3 inh = inhibits human SRC3 coactivator | HEK293 GAL4-SRC3 luciferase reporter, luminescence | hit rate 0.17% among 360,000 | inhibition, % at 3.6 µM | AID 588352;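 active = inhibition above a per-campaign cutoff, the mean of all compounds plus 3 SD, cut at about 60% in these data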;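 note: 0% = DMSO-treated cells and 100% = gossypol-treated cells at 36 µM; higher means less SRC3-driven luciferase light from the GAL4 reporter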
# * marks the source's active call; other numbers are inactive results; / = not tested or not shown. Some of the compounds tested, so the mix of outcomes need not match the whole.
ABHD5 PLIN5 PPI	MC4R barr agon	TLR9-MyD88 block	SRC2 inh	COUP-TFII inh	NOD2-RIPK2 inh	LMP1 NFkB inh	SRC1 inh	NR5A2 inv ag	MC4R antag cAMP	SRC3 inh	compound
-2	0.6	1	15	-4	-9	2	-8	-2	-1	-20	Cc1cc(C)nc(N(C#N)Cc2ccccc2Cl)n1
4	-1.8	5	-19	4	-3	1	-7	8	4	-5	C=CC[C@@H](CC(=O)OC(C)(C)C)C(=O)OC[C@@H]1CCCN1C(=O)[C@@H](CC=C)CC(=O)N(CCO)Cc1ccccc1
5	0.2	5	-5	-8	1	13	-12	-11	6	4	Cc1ccc2cc(CCNC(=O)C(C)C)c(=O)[nH]c2c1
6	-1.5	-1	11	6	-4	6	-3	5	-2	5	Cc1ccc2c(c1)CCCN2C(=O)c1ccco1
5	-0.9	-3	7	7	-18	1	11	25	5	14	Cc1ccc(-c2ocnc2C(=O)N2CCN(C(=O)c3cccs3)CC2)cc1
1	-0.8	1	0	1	-13	-10	-4	-14	0	5	O=C(CNC(=O)c1ccco1)Nc1cc(Cl)ccc1N1CCOCC1
8	0.3	2	-52	-58	8	-29	-78	-143	6	-71	Cc1ccc(NC(=O)c2noc3c2CCCCC3)cc1C
1	2.1	0	-12	-2	6	6	-5	-9	3	-8	CC(Oc1ccc(Br)cc1)C(=O)N1CCc2ccccc21 (stereo not given)
-3	-0.3	-4	8	5	-9	22	-15	-18	1	19	CC(=O)c1ccc(N2CCN(c3ccc(C(F)(F)F)cn3)CC2)cc1
0	22*	-17	-23	8	-3	-29	-4	-14	-23	-10	COc1cc2c(cc1NC(=O)c1cccc([N+](=O)[O-])c1)oc1ccccc12
5	-2.0	-17	-1	0	6	-2	-21	-17	2	3	O=C(CNC(=O)Cc1ccccc1)NCc1cccc(C(F)(F)F)c1
8	-0.6	5	-14	11	1	7	-10	-26	9	10	COc1cccc(S(=O)(=O)Nc2cccc(C(=O)N3CCCCCC3)c2)c1
5	-1.1	-6	-12	1	1	3	2	-1	6	0	CC1CCCCN1C(=O)c1ccc(C(=O)Nc2ccc(F)cc2)cc1 (stereo not given)
-4	-0.7	3	8	-13	-16	1	3	8	0	-20	O=C1c2ccncc2C(=O)N1C1CCCCC1
5	-0.8	-5	-66	-30	-5	-19	-55	-64	0	-45	c1ccc(-c2cc3ncccc3cn2)cc1
1	-0.6	-2	22	2	0	3	-12	1	2	1	CCOc1ccc(S(=O)(=O)N2CCCC(C(=O)N3CCN(CC)CC3)C2)cc1Cl (stereo not given)
0	-0.4	-4	-21	-3	-1	-6	9	-20	9	13	COc1ccc(CNC(=O)c2ccc(CS(=O)(=O)c3ccc(C)cc3)o2)cc1
11	-0.5	6	-24	0	-3	1	8	-5	-5	-6	CCOC(=O)C1CCN(Cc2ccc(OC)c(OCc3ccccc3)c2)CC1
8	-0.1	-2	-2	15	3	-3	-11	-7	3	15	CCCC1=Nc2cc(C(=O)N3CCN(c4ccccn4)CC3)ccc2Sc2ccc(C)cc21
-10	-1.1	3	12	-3	-5	2	-26	-6	4	-5	C[C@@H]1CN([C@H](C)CO)C(=O)CCCn2nncc2CO[C@H]1CN(C)Cc1ccccc1C(F)(F)F
-6	0.3	-3	-48	-10	-3	/	-1	-24	2	-7	COc1ccc(OCCNC(=O)c2ccc(C)cc2)cc1
3	-4.5	10	-23	-29	5	-1	13	0	9	3	CC(C)n1nc(C(=O)Nc2cccc(S(=O)(=O)N3CCCCC3)c2)c2ccccc2c1=O
0	-1.1	-4	5	15	2	-15	-8	7	-6	14	CC(=O)Nc1ccc(C(=O)N2CCc3cc4c(cc3C2C)OCCCO4)cc1 (stereo not given)
0	-1.0	4	5	-5	6	-6	-1	5	17	7	COc1ccc(C(CNC(=O)c2ccc(S(=O)(=O)N3CCCC3)cc2)N2CCOCC2)cc1 (stereo not given)
-7	-1.6	-2	/	/	5	2	1	-3	0	-6	CCOC(=O)c1cc2c(=O)n3cccc(C)c3nc2n(Cc2ccco2)c1=NC(=O)c1ccc(C)cc1
-4	-3.3	0	-24	-6	-4	-62	-91	-34	-5	-67	O=C(O)c1cccc(N/N=C/c2cn(-c3ccccc3)nc2-c2cccs2)c1
-19	-0.5	-5	-17	-2	-8	-3	2	-21	-2	-7	CCN(C(=O)COC(=O)CNC(=O)c1ccc2ccccc2c1)c1c(N)n(Cc2ccccc2)c(=O)[nH]c1=O
-2	0.2	4	-21	-13	-10	2	-16	4	-2	18	CC(C)(C)N1CC(C(=O)Nc2ccc(S(=O)(=O)N3CCCCC3)cc2)CC1=O (stereo not given)
0	-2.4	-10	-11	5	-8	-1	18	0	7	7	CCCCc1nc2ccccc2c(C(=O)O)c1C
-3	2.9	-6	-6	16	5	-4	-15	0	-1	9	O=C1/C(=C/c2cccs2)SC(=S)N1c1ccccc1
-3	-3.1	4	-56	-12	-15	6	-44	-68	-3	-40	CCOC(=O)c1c(C)c(C(=O)NCCc2ccccc2)c(C)n1C
2	-1.1	-5	-34	-26	5	3	3	1	13	-10	CC(C)(C)OC(=O)N1CCC(c2cc(=O)n3[nH]c(-c4ccc(Cl)cc4)cc3n2)CC1
1	-1.9	0	18	-2	-6	3	-12	3	-1	8	CCC(=O)NNc1nc2c(Cl)cccc2s1
-5	-2.7	-4	-3	10	6	21	8	-14	-14	1	O=C1C=C(Nc2ccc(Cl)cc2)CC(c2ccccc2)C1 (stereo not given)
-3	-1.4	7	-48	-23	7	17	-9	-12	1	1	CC(=O)c1ccc(S(=O)(=O)Nc2ccc(-c3ccc4nnc(C)n4n3)cc2)cc1
-4	-0.7	4	5	6	2	2	6	6	3	2	CCc1cc2c(NCC3CCCO3)ncnc2s1 (stereo not given)
-11	0.0	0	-16	-7	-3	-2	-14	0	0	0	O=[N+]([O-])c1ccc(COc2ccccc2CN2CCCCC2)cc1
-9	1.4	/	-3	-6	16	6	1	5	31*	-7	N#CCC(=O)Nc1ccc(C(=O)OCC(=O)Nc2ccccc2Sc2ccccc2)cc1
-1	-1.4	6	-39	-15	13	-3	7	-7	12	10	CCOC(=O)C1CCN(C(=O)COC(=O)CSc2ccc(C(N)=O)cc2[N+](=O)[O-])CC1
4	-3.2	0	-38	-18	7	-12	-47	-71	3	-27	COc1ccc(/C=C2\SC(=O)N(CCC(=O)NCCCn3ccnc3)C2=O)cc1
8	0.7	-5	10	11	-4	0	-18	-6	7	-1	C=CC[C@@H](CC(=O)N[C@H](CO)Cc1ccccc1)C(=O)N[C@@H](COC(=O)[C@@H](CC=C)Cc1ccc(F)cc1)Cc1c[nH]c2ccccc12
8	1.1	-2	18	10	-4	-3	-22	0	5	-12	CCO[C@H]1OC(C(=O)N2CCN(Cc3ccccc3)CC2)=C[C@@H](C2CCCCC2)[C@@H]1CCCO
-4	0.3	-6	-10	18	-5	-3	-10	2	17	8	COc1cccc(C(=O)C2CCCN(C(=O)c3ccc(C#CC(C)(C)O)cc3)C2)c1 (stereo not given)
-6	0.6	2	-42	-5	-4	6	-5	-9	1	-4	CCc1nnc(NC(=O)CCC(=O)NCCc2ccccc2)s1
4	-2.6	0	5	-12	-6	-4	-47	-11	6	19	CN(C)CCCOC(=O)COc1ccc(Br)cc1
4	1.7	-2	-19	-3	-1	0	-18	9	7	6	CCOc1cc(C)c(S(=O)(=O)NC2CC(C)(C)NC(C)(C)C2)cc1C
12	-0.1	0	-22	-3	-1	-2	9	22	6	26	CN(CCc1ccccn1)C(=O)CCC1CCCN(C(=O)c2n[nH]c3c2CCCC3)C1 (stereo not given)
1	-1.2	4	-17	5	-11	-6	2	3	-4	8	Cc1cc(=O)[nH]c(N2CCCCC2)n1
-5	-0.2	-8	23	-8	-6	-2	19	22	2	5	O=C(Nc1ccccn1)NC1CCS(=O)(=O)C1 (stereo not given)
6	-1.4	-21	-12	-13	2	-6	8	-10	22	-21	COc1ccc(NC(=O)C2CCN(S(=O)(=O)c3ccc(N4CCCC4=O)cc3)CC2)cc1OC
-2	1.0	4	-25	5	-12	-3	0	-2	8	5	CC(=O)c1cccc(NC(=O)N2CCCC2C(=O)Nc2cccc(C)c2)c1 (stereo not given)
-1	0.6	-6	12	-11	-6	-3	-21	5	-4	7	O=C(Nc1nnc(-c2ccncc2)o1)c1ccccc1
-17	-0.2	-8	-9	-1	-1	-2	-13	-2	16	4	CCn1c(SCC(=O)C(C)(C)C)nnc1-c1ccccc1OC
10	3.6	3	-5	-8	-33	0	14	7	-6	14	CC(=O)N1C[C@H]2CON(C)[C@H]2C[C@H]1c1cccc(-c2ccc(C#N)cc2)c1
6	0.5	3	-5	-3	-15	-1	6	-21	3	18	COC(=O)CN(c1ccccc1)S(=O)(=O)c1ccccc1
-6	0.1	-1	/	/	-9	-21	-21	-8	5	-1	Cc1cc(C)cc(SCc2noc(C(=O)NC(C)C)c2C(=O)NC(C)C)c1
2	-3.0	-8	-14	-22	-6	-10	-26	2	-2	3	O=[N+]([O-])c1ccc(OCCCn2cncn2)cc1
-7	2.9	-10	-9	10	-3	-1	-17	12	4	-10	CCCCN(C(=O)CCC(=O)Nc1cc(C)on1)C(C(=O)NC1CCCC1)c1cccc(OC)c1 (stereo not given)
-6	-0.2	-1	-13	-38	-4	-17	-132	-86	0	-82	S=C(Nc1ccc(-c2nc3ccccc3[nH]2)cc1)Nc1cccnc1
6	-0.7	12	-3	10	2	8	12	3	4	13	Cc1ccc(O)c(C(=O)c2cnc3c(c2)CN(C)C(=O)N3)c1

# 2 of the compounds above, bar-delimited.
smiles | ABHD5 PLIN5 PPI | MC4R barr agon | TLR9-MyD88 block | SRC2 inh | COUP-TFII inh | NOD2-RIPK2 inh | LMP1 NFkB inh | SRC1 inh | NR5A2 inv ag | MC4R antag cAMP | SRC3 inh
CCn1c(SCC(=O)C(C)(C)C)nnc1-c1ccccc1OC | -17 | -0.2 | -8 | -9 | -1 | -1 | -2 | -13 | -2 | 16 | 4
O=C(Nc1nnc(-c2ccncc2)o1)c1ccccc1 | -1 | 0.6 | -6 | 12 | -11 | -6 | -3 | -21 | 5 | -4 | 7

# (further entries)
ABHD5 PLIN5 PPI	MC4R barr agon	TLR9-MyD88 block	SRC2 inh	COUP-TFII inh	NOD2-RIPK2 inh	LMP1 NFkB inh	SRC1 inh	NR5A2 inv ag	MC4R antag cAMP	SRC3 inh	compound
0	-1.0	-9	-17	15	3	1	-94	-95	-5	-49	CC(C)CNC(=O)c1cc(-c2ccco2)on1
-4	-0.1	-18	3	2	-2	-10	5	-2	8	4	NC(=O)c1c(NC(=O)c2ccc(N3C(=O)CCC3=O)cc2)sc2c1CCCC2
0	0.7	-1	1	-11	-8	5	2	-3	7	5	Cc1cc(C)nc(SCC(=O)Nc2ccc3c(c2)OCO3)n1
-5	-0.8	-2	3	5	-6	-5	7	2	-6	0	O=C(NCc1ccccc1)C1CCN(S(=O)(=O)c2cc([N+](=O)[O-])ccc2Cl)CC1
